# BaF3 parental – reduces parental Ba/F3 cell viability, JAK2V617F counter-screen; CellTiter-Glo ATP luminescence; inhibition, % at 5.6 µM; hit rate 1.1% among 220,000; AID 1486;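 active = inhibition above a per-campaign cutoff, the mean inhibition of all tested compounds plus 3 SD, cut at about 27% in these data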;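 note: 0% = DMSO wells and 100% = JAK Inhibitor I control wells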
# Ba/F3 V617F tox – lowers viability of Ba/F3 cells expressing EpoR and JAK2V617F; ATP luminescence; inhibition, % at 5.6 µM; hit rate 1.1% among 220,000;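 active = inhibition above the campaign mean plus 3 SD over all tested compounds, cut at about 24% in these data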;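 note: cytokine-independent growth of Ba/F3 cells driven by EpoR plus mutant JAK2; 0% = DMSO-treated cells and 100% = JAK inhibitor I control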
# S1P4 antagonist – antagonists of human S1P4 receptor; O95977; S1P4-expressing cells, antagonist mode, reporter read-out; inhibition, % at 4.98 µM; hit rate 0.26% among 220,000; AID 1510; in the data active = inhibition above about 29%;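 note: 0% = wells stimulated with agonist and 100% = vehicle wells without agonist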
# Calpain2 inh – blocks pig calpain II enzyme activity. AID 1236. hit rate 0.37% among 220,000. purified calpain II, fluorogenic peptide substrate, 30 min. inhibition, % at 16 µM;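 active = inhibition above about 50%, limit read from the data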
# S1P4 ag – agonists of human S1P4 receptor; O95977; S1P4-expressing cell line, agonist reporter assay; activation, % at 4.98 µM; hit rate 0.35% among 220,000; in the data active = activation above about 11%;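 note: 0% = DMSO vehicle and 100% = reference agonist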
# TRPN1 ag – activates the zebrafish TRPN1 channel; hit rate 0.18% among 220,000; HEK293 zebrafish TRPN1-YFP, Fluo-8 calcium fluorescence; 100% = response to 87 µM carbachol; activation, % at 3 µM;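 active = activation above its plate's cutoff, the mean activation of test wells on that plate plus 3 SD, cut at about 19% in these data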;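 note: 0% = DMSO alone and 100% = 87 µM carbachol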
#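 Control set: carbachol 87 µM as high control, DMSO as low control; system: HEK293 stable line with zebrafish TRPN1-YFP; read-out: % activation versus carbachol response; detection: intracellular calcium fluorescence with Fluo-8; doses: single test compound dose, 3 µM nominal, 0.3% DMSO; schedule: dye 1 h 37 °C plus 30 min RT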
# TRPML3 agonist – agonists of human TRPML3 channel. Q8TDD5. HEK293 TRPML3-YFP, Fluo-8 calcium fluorescence; 100% = the carbachol control signal. activation, % at 3 µM. hit rate 0.29% among 220,000;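 active = activation above its plate's cutoff, the mean activation of the plate's test wells plus 3 SD, cut at about 12% in these data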;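 note: 0% = DMSO only wells and 100% = carbachol wells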
# Target sequence (Q8TDD5 whole entry, looked up): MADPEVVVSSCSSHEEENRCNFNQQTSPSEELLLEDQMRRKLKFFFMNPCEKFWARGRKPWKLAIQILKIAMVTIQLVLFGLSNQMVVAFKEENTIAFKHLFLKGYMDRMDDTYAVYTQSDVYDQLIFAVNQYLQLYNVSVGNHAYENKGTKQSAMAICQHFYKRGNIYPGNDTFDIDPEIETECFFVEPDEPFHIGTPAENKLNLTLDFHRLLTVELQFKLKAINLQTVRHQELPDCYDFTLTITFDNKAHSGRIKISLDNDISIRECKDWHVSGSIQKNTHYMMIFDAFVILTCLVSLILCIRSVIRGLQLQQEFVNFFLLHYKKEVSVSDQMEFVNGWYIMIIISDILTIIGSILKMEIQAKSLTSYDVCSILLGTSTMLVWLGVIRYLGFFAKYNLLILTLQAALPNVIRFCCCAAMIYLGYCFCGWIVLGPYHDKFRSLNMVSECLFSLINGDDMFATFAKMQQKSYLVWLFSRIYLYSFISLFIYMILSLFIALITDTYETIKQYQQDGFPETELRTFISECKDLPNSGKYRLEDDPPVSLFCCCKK
#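 Material: HEK293 cells stably carrying human TRPML3-YFP; compound dosing: single dose, 3 µM final nominal compound, 0.3% DMSO final; incubation: 1-h 37 °C dye load, 5-s basal, 120-s post-compound reads; technique: Fluo-8 intracellular calcium fluorescence, excitation 470-495 nm, emission 515-575 nm; read-out basis: percent activation from peak-to-basal fluorescence ratio, scaled between DMSO and carbachol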
# PERK inh – human PERK inhibition, primary cell-based screen; Q9NZJ5; CHO PERK-DD fusion, SEAP luminescence translation reporter; inhibition, % at 5.6 µM; hit rate 0.17% among 220,000; AID 1416;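 active = inhibition above the mean inhibition of all tested compounds plus 3 SD, set separately per screening campaign, cut at about 2.9% in these data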;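 note: PERK kinase domain activated by AP20187 dimerizer at 100 nM; 0% = DMSO with dimerizer and 100% = rapamycin at 8.4 µM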
# EP2 mod – EP2 receptor (human) modulation | P43116 | EP2-expressing cells, cAMP HTRF FRET, PGE2 co-stimulation | induction, % at 25 µM | hit rate 0.83% among 260,000 | AID 940;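 active = compounds whose cAMP rise, as percent of the full-agonist control response, exceeds 60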;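 note: rat C6 glioma line stably carrying human EP2 under a CMV promoter; the protocol text gives 20 µM as final concentration; 100% = response of wells given 1 µM PGE2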
# Target sequence (P43116 whole entry, looked up): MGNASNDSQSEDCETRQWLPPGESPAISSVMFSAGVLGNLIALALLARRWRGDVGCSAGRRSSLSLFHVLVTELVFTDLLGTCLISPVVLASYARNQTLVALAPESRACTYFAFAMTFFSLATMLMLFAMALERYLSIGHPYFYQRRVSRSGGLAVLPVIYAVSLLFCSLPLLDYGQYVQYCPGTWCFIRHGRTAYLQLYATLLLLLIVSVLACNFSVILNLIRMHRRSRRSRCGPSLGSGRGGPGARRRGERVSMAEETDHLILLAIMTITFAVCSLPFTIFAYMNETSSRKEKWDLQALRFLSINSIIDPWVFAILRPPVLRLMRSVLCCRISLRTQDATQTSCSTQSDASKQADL
# An asterisk follows results filed as active; & = joins results of further samples.
SMILES,BaF3 parental,Ba/F3 V617F tox,S1P4 antagonist,Calpain2 inh,S1P4 ag,TRPN1 ag,TRPML3 agonist,PERK inh,EP2 mod
CCCC(=O)NC(=S)Nc1ccc(C(C)=O)cc1,6,-3,-4,-6,-0.4,0.4,0.4,0.9,10
CCN(C(=O)CSc1nnc(-c2ccc(F)cc2)c2ccccc12)C1CCS(=O)(=O)C1 (stereo not given),12,-1,9,12,0.8,-2.2,0.0,0.0,-10
CC(C)(C)C(=O)N1CCC[C@H]1C(O)(c1ccccc1)c1ccccc1,-2,-1,-3,8,2.3,-1.4,-0.1,-0.8,43
O=C(O)C(Cc1ccccc1)NS(=O)(=O)c1ccc2c(c1)OCCO2 (stereo not given),0,-2,-13,-13,0.4,0.3,0.1,1.6,8
CC(C)n1cc([C@@H]2C[C@H]3CN(Cc4cccc(Cl)c4)C(=O)[C@]34CCCN24)cn1,-1,-1,-1,-12,0.8,-1.3,0.9,0.4,9
Nn1c(SCC(=O)Nc2nc3ccccc3s2)nncc1=O,1,-3,-11,2,0.0,1.7,0.7,0.6,1
CCCOc1ccc(N2C(=O)CC(NCc3ccncc3)C2=O)cc1 (stereo not given),3,-2,12,-16,0.6,-0.1,0.3,1.6,20
O=C(CCCc1ccccc1)NCCN1CCOCC1,8,-2,-15,-2,2.5,-1.1,0.5,1.2,46
O=C(NNC(=S)Nc1ccccc1C(F)(F)F)c1cccnc1,11,2,-8,-15,0.7,0.4,1.3,2.2,19
CCOP(=O)(OCC)/C(C#N)=C/c1c[nH]c2ccccc12,-1,-4,-1,-6,1.3,-0.7,0.1,0.7,-29
Cc1ccc(S(=O)(=O)NCCSc2nnnn2-c2ccc(C(N)=O)cc2)cc1,5,-1,-5,-1,-0.9,-0.7,-0.4,0.7,-7
Cc1ccc(NC(=O)c2cc([N+](=O)[O-])ccc2Cl)c(O)c1,7,2,-3,-27,0.0,-0.5,1.8,1.2,-27

# Nothing new here: entries from further up.
SMILES,BaF3 parental,Ba/F3 V617F tox,S1P4 antagonist,Calpain2 inh,S1P4 ag,TRPN1 ag,TRPML3 agonist,PERK inh,EP2 mod
CCCC(=O)NC(=S)Nc1ccc(C(C)=O)cc1,6,-3,-4,-6,-0.4,0.4,0.4,0.9,10
CCN(C(=O)CSc1nnc(-c2ccc(F)cc2)c2ccccc12)C1CCS(=O)(=O)C1 (stereo not given),12,-1,9,12,0.8,-2.2,0.0,0.0,-10
CC(C)(C)C(=O)N1CCC[C@H]1C(O)(c1ccccc1)c1ccccc1,-2,-1,-3,8,2.3,-1.4,-0.1,-0.8,43
O=C(O)C(Cc1ccccc1)NS(=O)(=O)c1ccc2c(c1)OCCO2 (stereo not given),0,-2,-13,-13,0.4,0.3,0.1,1.6,8
CC(C)n1cc([C@@H]2C[C@H]3CN(Cc4cccc(Cl)c4)C(=O)[C@]34CCCN24)cn1,-1,-1,-1,-12,0.8,-1.3,0.9,0.4,9
Nn1c(SCC(=O)Nc2nc3ccccc3s2)nncc1=O,1,-3,-11,2,0.0,1.7,0.7,0.6,1

# Part of the list above in another layout.
# Results follow in this order: BaF3 parental	Ba/F3 V617F tox	S1P4 antagonist	Calpain2 inh	S1P4 ag	TRPN1 ag	TRPML3 agonist	PERK inh	EP2 mod
Nn1c(SCC(=O)Nc2nc3ccccc3s2)nncc1=O
    1	-3	-11	2	0.0	1.7	0.7	0.6	1
CCOP(=O)(OCC)/C(C#N)=C/c1c[nH]c2ccccc12
    -1	-4	-1	-6	1.3	-0.7	0.1	0.7	-29

# Continued:
SMILES,BaF3 parental,Ba/F3 V617F tox,S1P4 antagonist,Calpain2 inh,S1P4 ag,TRPN1 ag,TRPML3 agonist,PERK inh,EP2 mod
CCSc1cc(C)nc2c(-c3ccccc3)cnn12,0,-1,9,16,0.2,-0.3,0.3,-0.4,-4
COc1ccc(F)cc1S(=O)(=O)NC1CC(C)(C)NC(C)(C)C1,7,2,-7,4,0.7,0.7,0.9,1.1,15
Cc1ccccc1S(=O)(=O)/N=C(/c1ccccc1)N1CCOCC1,0,2,-14,-18,1.0,0.4,-0.3,-0.9,13
C#CC(CC)(CC)NC(=O)NC1CCCCC1,9,3,-6,-18,-1.9,-1.2,0.9,0.3,-9
COc1cccc(CC(=O)Nc2ccc(S(=O)(=O)Nc3nc(C)cc(C)n3)cc2)c1,0,-4,-8,-11,-1.6,1.1,0.8,-0.1,20
CCC(CC)NC(=O)c1n[nH]c(=O)c2ccccc12,2,-1,8,25,0.0,0.7,0.6,0.2,29
O=C(Cc1ccc(-n2c(=O)[nH]c3ccsc3c2=O)cc1)N1CCN(c2ccc(Cl)cc2)CC1,4,2,-22,-9,1.6,-3.2,-0.3,0.0,-19
Cc1ccc2nc(SCC(=O)Nc3ccc4c(c3)OCCO4)[nH]c2c1,2,-4,11,2,1.6,-0.6,0.5,-0.8,-8
CCOc1ccc(-n2c(=S)sc3c(=O)[nH]c(SCC(=O)N4CCC(C)CC4)nc32)cc1,4,-5,-1,-51,-3.4,0.3,0.4,0.9,62*
CC(C)CC(c1nnnn1Cc1ccco1)N1CCN(C2CCCC2)CC1 (stereo not given),7,1,-6,-8,1.6,0.7,1.2,0.1,12
O=C(c1cc2nc(-c3ccc(F)cc3)cc(C(F)(F)F)n2n1)N1CCOCC1,2,-3,-1,-55,0.0,0.4,0.9,-0.5,-5
O=C(CSc1nc2ccc(NC(=O)CSc3nnnn3Cc3ccccc3)cc2s1)Nc1ccccc1,3,-1,-10,-46,-3.6,-0.1,0.3,1.4,4
Cc1cc(=O)c(C(=O)O)cn1Nc1ccc(Cl)cc1,1,-3,-11,-46,1.7,-0.6,1.3,0.0,20
COc1ccccc1NC(=O)c1ccccc1SC,10,3,-5,12,-0.2,-0.2,0.8,0.9,25
Cc1cc(C)cc(-n2nnc(C(=O)NCc3ccccc3)c2N)c1,3,-3,6,15,-0.1,-1.1,0.1,-0.8,-48
CCCOc1ccc(NC(=O)CC2C(=O)N(Cc3ccccc3)C(=S)N2Cc2cccs2)cc1 (stereo not given),7,5,6,26,0.8,-0.4,-0.2,-0.9,5
CCOC(=O)Cc1nnc(NC(=O)C23CC4CC(CC(C4)C2)C3)s1,6,8,1,11,-1.3,-0.5,-0.5,-0.6,-8
COc1ccccc1NC(=O)C1=C(C)Nc2nnnn2C1c1cccc(Br)c1 (stereo not given),3,-1,18,4,1.1,1.2,-0.8,0.1,-1
CCOC(=O)c1ccc(NC(=O)CCS(=O)(=O)c2ccc(Br)s2)cc1,7,6,5,-19,-0.3,-0.3,0.2,-1.6,-12
CCOC(=O)N1CCN(CC(=O)Nc2ccc(Oc3ccccc3)cc2)CC1,2,-3,3,-2,-2.0,-0.7,0.9,-0.3,23
Cc1ccc(CNC(=O)C2CC(=O)N(CCC(C)C)C2)cc1 (stereo not given),6,-2,3,-21,-0.5,-0.6,0.6,0.1,-3
COc1cc(C(=O)ON=C2C=C(C)C(=O)C(C)=C2)cc(OC)c1OC,1,1,-3,0,1.2,0.4,0.0,-0.5,-48
CCCCNc1nc(-c2ccccc2)cc(C(F)(F)F)c1C(N)=O,7,2,3,-181,-0.4,-0.5,-0.4,-0.2,64*
Cc1c(Cl)cccc1NC(=S)Nc1ccccn1,6,1,-10,-18,-0.1,1.9,0.7,0.8,21
Cc1ccc(C)c2nc(SCC(=O)Nc3ccc4c(c3)OCO4)c(C#N)cc12,-10,-3,-9,-21,-0.2,2.1,0.7,1.8,3
COc1ccc(N2C(=O)CC(N3CCN(c4ccc(C(=O)c5cccnc5)cc4)CC3)C2=O)cc1 (stereo not given),9,2,-8,-16,-1.1,4.1,1.1,-0.1,15
CC12CCC(C(=O)NC3CCCC3)(CC1=O)C2(C)C (stereo not given),7,-1,-6,-28,0.8,0.3,0.2,0.5,-4
COc1ccc(CC(=S)N2CCOCC2)cc1OC,1,-6,-8,-7,2.0,1.1,0.5,1.6,13
COc1ccc(NS(=O)(=O)c2ccc(NC(=O)Cc3cccs3)cc2)cc1,4,0,-5,15,0.1,6.9,2.3,-0.3,-39
COc1ccccc1N1CCN(C(=O)CN2C(=O)c3ccccc3S2(=O)=O)CC1,-2,1,2,-3,-0.5,1.4,0.6,-0.4,-12
Cc1ccc(CSC2=NCCN2C(=O)c2ccco2)cc1,0,-2,0,27,1.3,-0.1,0.0,0.6,-8
Cc1ccc(S(=O)(=O)N2CCSC2)cc1C,4,-2,-8,-11,-3.9,-1.4,2.2,-0.2,-14&10
Clc1nc(N2CCOCC2)ncc1Br,-2,0,-7,1,2.2,1.2,0.7,-0.8,-2
COC(=O)c1c(NC(=O)COC(=O)Cn2cnc3ccccc32)sc2c1CCCC2,5,1,-5,-18,-0.8,1.0,0.7,1.0,28
CC(=O)NC(c1ccco1)c1ccc2cccnc2c1O (stereo not given),8,9,-6,-11,-0.5,-0.2,0.3,0.6,34
CCOc1ccc(N2C(=O)CN=C2Nc2ccccc2Cl)cc1,-1,3,1,8,-1.6,-0.2,-0.5,0.4,30
CC(C)(C)C(=O)Nc1nnc(CC(=O)NCc2ccccc2)s1,3,2,-7,16,2.0,0.5,1.3,0.3,8
Cc1cc(C)nc(NC(=O)NS(=O)(=O)Nc2ccc(Br)cn2)n1,2,1,-13,19,-0.1,0.7,-0.3,-1.1,7
CCC(=O)Nc1ccc(C(=O)n2ccc(C)n2)cc1,2,0,6,-3,1.0,1.2,0.9,1.7,-14
CC(C)(C)NC(=O)CSc1ccc(C(C)(C)C)cc1,4,-3,2,2,-0.3,-0.2,-1.0,1.1,9
Cc1ccc(S(=O)(=O)Oc2cc(N)c3c(n2)CCC3)cc1,3,-1,3,0,-0.3,-0.7,0.9,0.3,-33&22
Cc1ccc2ncc(NC(=O)c3ccc(F)cc3)c(=O)n2c1,13,5,1,-3,0.9,1.1,1.1,-0.1,-6
COCCN(C(=O)Cc1cccs1)c1nnc(-c2ccncc2)s1,-1,-5,-13,-50,-0.1,1.7,0.2,-0.3,-10
O=C(N/N=C/c1ccccc1[N+](=O)[O-])c1ccc2nc[nH]c2c1,1,2,0,0,0.1,-0.6,0.3,1.2,-26
CCn1c(Cc2ccccc2)nnc1SCC(=O)c1cccc([N+](=O)[O-])c1,-1,-2,-26,17,1.3,0.0,-0.2,-0.5,-10
CC(=O)C1=C(O)C(=O)N(Cc2cccnc2)C1c1ccc(Cl)cc1 (stereo not given),0,-3,-5,2,1.8,-0.1,0.5,0.3,36
O=C(CN1C(=O)C2CC=CCC2C1=O)Nc1ccc(-c2nnc3n2CCCCC3)cc1 (stereo not given),7,3,-15,5,-1.6,1.3,0.3,0.5,-12
COc1cc(C(=O)NCCCNc2ccc([N+](=O)[O-])cc2)cc(OC)c1OC,5,0,-3,-3,-2.9,0.3,0.2,0.9,-90
COc1ccc(C(=O)Cn2c3ccccc3n3nc(CCC(=O)O)c(=O)nc23)cc1OC,7,4,6,-257,-0.6,-0.1,0.6,0.8,29
Cc1cc(C)cc(N(C(C)C(=O)N2CCCCC2)S(C)(=O)=O)c1 (stereo not given),2,-1,-7,8,1.2,0.4,5.6,0.7,3

# Compound activity as filed in PubChem BioAssay.
